# Screens (PubChem BioAssay)
# HCV inhibitor = blocks hepatitis C virus; Huh7.5.1 HCVcc-Cre infection, luciferase reporter, 44 h; Potency, µM (series often up to 41.8 µM), for inactives: top-dose activity change, negative = inhibition, actives largely listed as inhibitors; actives 3.4% (n = 340,000); AID 651820; further: potency means the concentration at half of the fitted maximal effect; on the % scale 0 is the no-effect control and ±100 the full control effect
#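 Cells seeded at 1,000/well and cultured 4 h, then compounds added followed by HCVcc-Cre virus (~0.5 moi). After 44 h further culture, luciferase substrate was added, plates held 15 min at room temperature, and luminescence read for 15 sec.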
# Shiga toxin inh = blocks Shiga toxin action in Vero cells; inhibition, % at 38.7 µM; actives 9.2% (n = 290,000); Vero cells, Shiga toxin protein synthesis inhibition reporter; in the data active means inhibition mostly above about 28%, no sharp cut-off; inactive means mostly below about 43%; further: 0% is about no effect
# Pf growth 48h = P. falciparum growth inhibition at 48 hours (one generation). P. falciparum luciferase growth in erythrocytes, 48 h. Potency, µM (series often up to 28.7 µM), without a hit: at the highest dose activity change, negative = inhibition, hits mostly inhibitors. actives 5.9% (n = 310,000). AID 504832; further: potency means the concentration at half of the fitted maximal effect; on the % scale 0 is the no-effect control and ±100 the full control effect
#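 Luciferase-expressing parasites in RBCs, 2% Hct / 0.1% parasitemia final; RPMI 1640 + 0.5% Albumax; 37 C, 5% CO2, one generation; luminescence read-out, lower signal = inhibition.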
# LmPK inh = LmPK (Leishmania mexicana) enzyme inhibition | Q27686 | purified LmPK, Kinase-Glo ATP luminescence, 1 h | Potency, µM (highest dose often 57.5 µM), without a hit: at the highest dose activity change, negative = inhibition, usual class: inhibitors | actives 0.37% (n = 290,000) | AID 1721; further: potency means the concentration at half of the fitted maximal effect; on the % scale 0 is the no-effect control and ±100 the full control effect
# Target sequence (Q27686 whole entry, looked up): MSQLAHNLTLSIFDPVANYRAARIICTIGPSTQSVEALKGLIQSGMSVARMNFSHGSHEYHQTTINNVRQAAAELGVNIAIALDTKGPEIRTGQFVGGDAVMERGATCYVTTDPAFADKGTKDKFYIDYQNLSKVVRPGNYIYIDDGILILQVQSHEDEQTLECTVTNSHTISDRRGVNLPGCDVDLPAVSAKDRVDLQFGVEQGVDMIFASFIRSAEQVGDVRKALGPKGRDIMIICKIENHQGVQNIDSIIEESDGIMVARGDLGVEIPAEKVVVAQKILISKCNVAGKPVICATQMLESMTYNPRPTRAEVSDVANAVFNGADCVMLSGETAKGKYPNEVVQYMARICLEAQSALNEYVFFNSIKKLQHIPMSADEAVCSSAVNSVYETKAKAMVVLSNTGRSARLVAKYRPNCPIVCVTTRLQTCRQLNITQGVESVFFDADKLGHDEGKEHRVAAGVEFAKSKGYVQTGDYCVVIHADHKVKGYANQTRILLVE
#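 Screened at intermediate enzyme activity to detect both inhibitors and activators: LmPK at 0.1 nM, with a 0.5 nM enzyme column as activation reference. PEP 0.5 mM, ADP 0.1 mM; ATP detected by luminescence after 1 h.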
# Pf growth 96h = inhibits malaria parasite growth, 96 h. P. falciparum luciferase reporter growth, 96 h. Potency, µM (series often up to 28.7 µM), for the others: at the highest dose activity change, negative = inhibition, most hits filed as inhibitors. actives 6.9% (n = 320,000). AID 504834; further: potency means the concentration at half of the fitted maximal effect; on the % scale 0 is the no-effect control and ±100 the full control effect
#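 96 h incubation, 37 C, 5% CO2, of luciferase-reporter P. falciparum-infected RBCs (2% hematocrit, 0.05% parasitemia final) with test compounds; endpoint luminescence.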
# Cycloheximide cs = counter-screen hit for Shiga toxin inhibitors, cycloheximide; cell reporter, cycloheximide protein synthesis inhibition counterscreen; AID 2314; max response, %; actives 12% (n = 300,000); in the data active means max response mostly above about 13%, no sharp cut-off; inactive means mostly below about 14%; further: read at 38.3 µM for the half of the compounds with a filed dose; 0% is about no effect
# Tb PYK inh = inhibitors of Trypanosoma brucei pyruvate kinase; actives 0.12% (n = 410,000); AID 624173; TbPYK enzyme, Kinase-Glo Plus ATP luminescence, 45 min; Q57TT1; Potency, µM (top dose mostly 76.8 µM), without a hit: at the highest dose activity, negative = inhibition, actives largely listed as inhibitors; further: potency means the concentration at half of the fitted maximal effect; on the % scale 0 is the no-effect control and ±100 the full control effect; nearly all actives have a fitted effect of over 50% in size
#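 Enzyme and substrate buffer are dispensed first and compound is pin-transferred. ADP at 130 uM final then starts the reaction, which runs 45 min at room temperature. Detection reagent is added for 10 min before luminescence is imaged.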
# The depositor's hits bear a star; u = inconclusive; x = no result given; & = joins results of further samples; [ ] = remark or other dose. Unless noted, the call rests on the fitted dose curve; in most records, active means well fitted curve in the direction sought with a large enough effect; inconclusive means small, poorly fitted or top-dose-only effect, or another doubt; inactive means no such curve, though single readings can be large; an effect the other way counts as inactive or inconclusive.
SMILES,HCV inhibitor,Shiga toxin inh,Pf growth 48h,LmPK inh,Pf growth 96h,Cycloheximide cs,Tb PYK inh
COCCN1C(=O)/C(=C/c2ccc(N3CCCC3)cc2)SC1=S,-3%,32,7%,-2%,95%[activator],-2,-4%
Cc1cc(NC(=S)N(Cc2ccc(Cl)cc2)Cc2ccc(C(=O)O)cc2)ccc1Cl,0%,-6,3%,0%,-19%,9,-16%
CSc1ccccc1NC(=O)CCc1ccccc1,-2%,23,24%,-8%,31%[activator],20,3%
CCc1nnc(SCC(=O)Nc2nnc(C)s2)n1CC1CCCO1 (configuration not stated),x,-21,u,0%,u,-5,10%
CCOC(=O)c1c(NC(=O)CN2CCCc3ccccc32)sc(C)c1C,3.2µM*,38,u,0%,u,34*,1%
COc1cc(/C=N/Nc2nc(-c3ccc(S(=O)(=O)N(C)C)cc3)cs2)ccc1O,u,50*,2.1µM*,1%,8.3µM*,13*,1%
Cc1ccccc1NC(=O)CN1C(=O)NC(C)(CCc2ccccc2)C1=O (configuration not stated),-4%,-3,13µM*,0%,-22%,16,0%
CCN1CCN(C(=O)CSc2nc(N)cc(N)n2)CC1,2%,-8,21%,0%,-19%,1,-1%
COc1ccc(Cl)cc1NC(=O)CN(C)C(=O)c1ccc2c(c1)OCCO2,u,x,-2%,x,7%,x,-6%
Cc1[nH][nH]c(=O)c1N=Nc1ccc(F)cc1,-1%,5,1%[0.00184 µM],-2%,1%,5,-1%
CCOc1ccc(CN(C)CC(=O)c2c(N)n(Cc3ccccc3)c(=O)n(CC)c2=O)cc1OC,-5%,-15,u,0%,u,-3,2%
Cc1nnc(SCC(=O)N(C)C2CCCCC2)n1C,21%,x,7%,x,7%,x,-15%
O=C(COC(=O)CCC(=O)c1cccs1)Nc1cc(S(=O)(=O)N2CCOCC2)ccc1Cl,19%,-8,8%,2%,x,2,3%
CCCCN(C(=O)C1=COCCO1)c1c(N)n(CCCC)c(=O)[nH]c1=O,6%,x,-2%,x,26%,x,-1%
CC(C)(NC(=O)c1ccccc1)c1nc2ccccc2s1,3%,x,-19%,x,0%,x,u

# 12 entries out of the list, ordered by count of non-hydrogen atoms, low to high:
SMILES,HCV inhibitor,Shiga toxin inh,Pf growth 48h,LmPK inh,Pf growth 96h,Cycloheximide cs,Tb PYK inh
Cc1[nH][nH]c(=O)c1N=Nc1ccc(F)cc1,-1%,5,1%[0.00184 µM],-2%,1%,5,-1%
Cc1nnc(SCC(=O)N(C)C2CCCCC2)n1C,21%,x,7%,x,7%,x,-15%
CCN1CCN(C(=O)CSc2nc(N)cc(N)n2)CC1,2%,-8,21%,0%,-19%,1,-1%
CC(C)(NC(=O)c1ccccc1)c1nc2ccccc2s1,3%,x,-19%,x,0%,x,u
COCCN1C(=O)/C(=C/c2ccc(N3CCCC3)cc2)SC1=S,-3%,32,7%,-2%,95%[activator],-2,-4%
CCc1nnc(SCC(=O)Nc2nnc(C)s2)n1CC1CCCO1 (configuration not stated),x,-21,u,0%,u,-5,10%
CCOC(=O)c1c(NC(=O)CN2CCCc3ccccc32)sc(C)c1C,3.2µM*,38,u,0%,u,34*,1%
Cc1ccccc1NC(=O)CN1C(=O)NC(C)(CCc2ccccc2)C1=O (configuration not stated),-4%,-3,13µM*,0%,-22%,16,0%
COc1cc(/C=N/Nc2nc(-c3ccc(S(=O)(=O)N(C)C)cc3)cs2)ccc1O,u,50*,2.1µM*,1%,8.3µM*,13*,1%
Cc1cc(NC(=S)N(Cc2ccc(Cl)cc2)Cc2ccc(C(=O)O)cc2)ccc1Cl,0%,-6,3%,0%,-19%,9,-16%
O=C(COC(=O)CCC(=O)c1cccs1)Nc1cc(S(=O)(=O)N2CCOCC2)ccc1Cl,19%,-8,8%,2%,x,2,3%
CCOc1ccc(CN(C)CC(=O)c2c(N)n(Cc3ccccc3)c(=O)n(CC)c2=O)cc1OC,-5%,-15,u,0%,u,-3,2%

# Further entries
SMILES,HCV inhibitor,Shiga toxin inh,Pf growth 48h,LmPK inh,Pf growth 96h,Cycloheximide cs,Tb PYK inh
O=C(O)CC(CC(=O)Nc1ccc(Oc2ccccc2)cc1)c1ccccc1 (configuration not stated),12%,-10,4%,10%,-2%,-1,-3%
CCOC(=O)C1(CC/C(C)=N\NC(N)=O)CC(C)(C)OC1=O (configuration not stated),30%[activator],-6,5%,-1%,0%,1,7%
CCn1c(=O)[nH]c(=O)c2c(N)c(C(=O)c3ccccc3OC)sc21,39%[activator],-10,-16%,0%,0%,-3,-9%
Cc1ccc(S(=O)(=O)CCC(=O)OCc2ccccc2)cc1,9%,-8,25%,-1%,u,1,-1%
Nc1nnc(SCC(=O)c2ccc([N+](=O)[O-])cc2)s1,-18%,-4,18%,3%,-14%,-1,-19%
COC(=O)/C=C/c1cnc[nH]1,18%,1,-7%,5%,-33%,0,-16%
Cc1c2c(n3c(nc4ccccc43)c1C#N)N(CCCN(C)C)CC2,u,-4,-16%,0%,1%,3,0%
CCC1Oc2ccc(C)cc2N(CC(=O)NCCCN2CCCCC2C)C1=O (configuration not stated),11%,-15,0%,7%,-12%,-1,0%
Cc1cccc(NC(=S)NNC(=O)c2csc3c2CCC(C)C3)c1 (configuration not stated),u,36,59%[activator],-2%,x,12,-12%
O=C(CNc1cccc(S(=O)(=O)N2CCOCC2)c1)Nc1ccc(C(F)(F)F)cc1,u,x,6.6µM*,x,7.4µM*,x,0%
COc1cc(C(=S)N2CCCC2)ccc1OC(=O)c1ccc(Cl)cc1[N+](=O)[O-],-26%,-7,11%,0%,46%[activator],11,7%
O=C1Nc2ccc([N+](=O)[O-])cc2OC1CCN1CCOCC1 (configuration not stated),4%,-4,71%[activator],4%,u,2,5%
NC(=O)c1ccc(N2CCCCCC2)c([N+](=O)[O-])c1,4%,3,27%,0%,u,3,1%
CC(=O)NC(=S)Nc1cccc2c(C)cc(C)nc12,1%,26,4%,0%,10%,-5,-16%
COc1ccc(NC(=O)c2ccc(C(=O)Nc3ccc(OC)cc3OC)cc2)c(OC)c1,6%,22,22%,1%,u,-10,-4%
CCCCONc1ncnc2nonc12,3%,1,22%,0%,71%[activator],-1,9%
COc1ccc(-c2cn(-c3cccc(C)c3)c(=O)[nH]2)cc1OC,-10%,28,0%,-2%,22%,15,-12%
CN(C(=O)C(C)(C)C)c1ccc(OCC(=O)N2CCc3ccccc3C2)cc1,u,-11,u,-3%,u,-5,-3%
CC(=O)Oc1ccc(C23CC4CC(CC(C4)C2)C3)cc1C(=O)O,x,37*,3%,4%,9%,-3,x
CC1(C)Oc2ccc3ccc(=O)oc3c2C(/C=N/O)=C1Cl,10%,x,5%,2%,-4%,-1,-17%
Cc1cc(O)c(C2(C(F)(F)F)NCCNC2=O)cc1C (configuration not stated),18%,19,31%[activator],0%,u,-1,-11%
CN(C)c1cccc(NC(=O)c2cccc3ccccc23)c1,-14%,37,11%[0.00184 µM],-5%,0%,5,-2%
COc1cc(OC)cc(C(=O)NNC(=O)CNC(=O)c2ccc(Br)o2)c1,10%,x,u,x,13%,x,7%
O=C1c2cccc3cccc(c23)C(=O)N1CCN1CCN(C(=S)Nc2ccccc2)CC1,u,-11,42%[activator],1%,15µM*,1,4%
Cc1ccc(S(=O)(=O)NC2CC(C)(C)NC(C)(C)C2)cc1C,-7%,2,u,-3%,u,-2,2%
O=C(/C=C/c1cccc(F)c1)NC1CC1,x,x,10%,x,5%,x,-11%
O=c1cc(CO)oc(CN2CCN(c3ccccc3F)CC2)c1O,1%,0,-1%,3%,-28%,-4,-3%
CCC(=O)N1CCc2cc(S(=O)(=O)NCCC(=O)N3CC=C(c4ccccc4)CC3)ccc21,x,-15,u,2%,u,-2,x
O=C(NCc1ccccn1)Nc1ccc(F)c(Cl)c1,1%,9,-7%,2%,64%[activator],6,8%
COc1ccc(NC(=O)CSc2n[nH]c(N)n2)c([N+](=O)[O-])c1,14%,-8,45%[activator],-1%,0%,-1,2%

# Entries of single compounds from above:
# Cc1[nH][nH]c(=O)c1N=Nc1ccc(F)cc1 reads HCV inhibitor: -1%; Shiga toxin inh: 5; Pf growth 48h: 1%[0.00184 µM]; LmPK inh: -2%; Pf growth 96h: 1%; Cycloheximide cs: 5; Tb PYK inh: -1%
# CCOc1ccc(CN(C)CC(=O)c2c(N)n(Cc3ccccc3)c(=O)n(CC)c2=O)cc1OC reads HCV inhibitor: -5%; Shiga toxin inh: -15; Pf growth 48h: u; LmPK inh: 0%; Pf growth 96h: u; Cycloheximide cs: -3; Tb PYK inh: 2%

# Continuation:
SMILES,HCV inhibitor,Shiga toxin inh,Pf growth 48h,LmPK inh,Pf growth 96h,Cycloheximide cs,Tb PYK inh
CCOc1ccccc1NC(=O)NCCN1CCCCC1,-10%,-9,-11%,-2%,u,-1,4%
COc1cccc(Cn2cccc(NC(=O)NC3CCCCC3)c2=O)c1,u,1,-11%,6%,u,8,-5%
Cc1ccc(C(=O)Cc2nnc(C)s2)cc1,14%,58*,31%[activator],-5%,10%,44*,4%
CCCCCC(=O)N1CC2(CC(c3cccc(NC(=O)COc4ccc(Cl)cc4)c3)=NO2)C[C@@H]1C(N)=O (some centres not stated),u,-6,10µM*,3%,13µM*,-2,1%
CCOC(=O)C1(CC2CCCCO2)CCN(C(=O)Nc2ccc(C)c(C)c2)CC1 (configuration not stated),u,21,u,-8%,u,1,-1%
CCCCc1nnc(NC(=O)CN(C)S(=O)(=O)c2ccc(C)cc2)s1,-5%,-3,u,-7%,-15%,8,0%
COc1ccc(CCNC(=O)CN(c2ccccc2OC)S(C)(=O)=O)cc1,15%&17%,14,0%,-1%,u,-2,-1%
CCCCNCc1cccn1-c1ccccc1,2%,-7,-18%,-3%,18%,-2,9%
CC(C)Cc1nnc(NC(=O)c2ccc3c(c2)OCCO3)s1,-10%,x,396%[activator],x,473%[activator],x,-5%
CCOC(=O)C(NCc1ccco1)(NC(=O)c1ccccc1)C(F)(F)F (configuration not stated),-5%,-9,x,4%,-6%,5,15%
COc1ccc(C(=O)C2CCCN(C(=O)c3ccc4nccnc4c3)C2)c(C)c1 (configuration not stated),3%,6,-29%,-12%,24%,-1,-3%
O=C1c2ccccc2C(O)N1Cc1ccccc1 (configuration not stated),2%,-10,-9%,1%,83%[activator],25,1%
Cc1ccccc1NCN1C(=O)C2C3C=CC(C3)C2C1=O (configuration not stated),12%,-15,20%,1%,-4%,0,-8%
CCOc1ccc(-c2cc(CCCC(=O)NCCCOC)no2)cc1,-12%,51,u,2%,0%,11,2%
COc1cccc(C(=O)NNC(=O)C(=O)Nc2cccc(Cl)c2C)c1,7%,-4,0%,11%,22%,-1,0%
COc1ccc(CN(C)C(=O)c2cnc(C)cn2)c(OC)c1OC,14%,-10,9%,-5%,-8%,-1,-1%
COc1ccc(CCN(Cc2nc3ccccc3c(=O)[nH]2)C(=O)c2ccco2)cc1,5%,13,u,1%,8%,-1,-4%
Cc1ccc(CS(=O)(=O)Cc2ccc(C(=O)NCCCN3CC(C)CC(C)C3)o2)cc1 (configuration not stated),-12%,-2,u,2%,41%[activator],4,5%
COc1ccccc1NC(CC(=O)c1ccccc1)C(=O)OCC(=O)c1ccc(F)cc1 (configuration not stated),7%,60*,82%[activator],2%,-2%,49*,-17%
